HTR5A inv ag – inverse agonist of human HTR5A in OPRM1-OPRD1 counter-screen; HTR5A cell line, luminescence, inverse agonism; actives 0.083% (n = 340,000); inhibition, % at 9.3 µM; AID 504634; P47898; in the data active = inhibition mostly above about 23%, no sharp cut-off; inactive = mostly below about 18%;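 note: 0% = cells with DMSO and 100% = no-cell wells with DMSO; some compounds called inactive have numbers as strong as hits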
Target sequence (P47898 whole entry, looked up): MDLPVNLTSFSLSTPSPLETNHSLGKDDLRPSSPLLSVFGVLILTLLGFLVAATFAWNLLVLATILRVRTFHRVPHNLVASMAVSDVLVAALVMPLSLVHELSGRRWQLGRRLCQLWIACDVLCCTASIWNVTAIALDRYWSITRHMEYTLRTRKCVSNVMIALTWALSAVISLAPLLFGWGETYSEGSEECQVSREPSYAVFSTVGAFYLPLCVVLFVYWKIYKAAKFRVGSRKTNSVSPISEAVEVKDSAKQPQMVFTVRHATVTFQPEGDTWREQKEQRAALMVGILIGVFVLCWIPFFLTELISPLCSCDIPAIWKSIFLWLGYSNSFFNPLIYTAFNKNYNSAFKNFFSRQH
RTF Ca sens act – increases calcium sensitivity of human cardiac regulated thin filaments. P19429+P45379. IANBD-labeled TnC RTF fluorescence at EC20 calcium; 0% EC20 calcium, 100% full calcium. activation, % at 7.2 µM. actives 0.24% (n = 340,000). AID 493008;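 active = activation above the mean over all tested compounds plus 3 SD, cut at about 30% in these data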;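 note: rise in fluorescence read as greater calcium sensitivity of cardiac thin filaments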
C-LANA FP – KSHV C-LANA DNA binding inhibition; MBP-C-LANA/FAM-LBS DNA binding, fluorescence polarization; actives 0.078% (n = 340,000); inhibition, % at 9 µM; AID 504423;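 active = highest replicate inhibition at or above 60% at 9 µM, even if other replicates fall short; inactive = all replicates below 60% inhibition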;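 note: 0% = neutral control wells and 100% = 4 µM acridine orange control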
Keap1 Nrf2 FP – disrupts human Keap1 binding to Nrf2 peptide | Q14145 | Keap1 Kelch-Nrf2 peptide fluorescence polarization, 1536-well | inhibition, % at 9.4 µM | actives 0.15% (n = 340,000) | AID 504523; in the data active = inhibition above about 12%;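 note: human Keap1 Kelch domain with fluorescein labeled Nrf2 9mer peptide probe; 0% = neutral control wells and 100% = peptide positive control; higher means more block of Keap1 binding to Nrf2 peptide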
Target sequence (Q14145 whole entry, looked up, the tested form may be a part): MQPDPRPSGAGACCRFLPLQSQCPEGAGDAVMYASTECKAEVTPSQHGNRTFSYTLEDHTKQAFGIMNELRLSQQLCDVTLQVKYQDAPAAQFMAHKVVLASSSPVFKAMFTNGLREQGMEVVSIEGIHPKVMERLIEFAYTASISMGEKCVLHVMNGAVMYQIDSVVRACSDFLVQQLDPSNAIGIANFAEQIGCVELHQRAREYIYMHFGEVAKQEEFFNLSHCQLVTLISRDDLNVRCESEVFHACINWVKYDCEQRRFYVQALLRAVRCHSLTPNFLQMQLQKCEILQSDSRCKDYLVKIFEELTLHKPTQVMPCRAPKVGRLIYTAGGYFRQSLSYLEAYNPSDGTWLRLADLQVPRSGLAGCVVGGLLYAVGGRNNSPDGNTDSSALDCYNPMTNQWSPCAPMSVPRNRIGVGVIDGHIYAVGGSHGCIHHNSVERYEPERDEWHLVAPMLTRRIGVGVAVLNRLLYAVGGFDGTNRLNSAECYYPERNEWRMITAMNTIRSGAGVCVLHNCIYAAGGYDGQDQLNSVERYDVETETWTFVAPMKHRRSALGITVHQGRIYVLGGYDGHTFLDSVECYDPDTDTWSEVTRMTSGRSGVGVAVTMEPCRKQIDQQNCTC
MOR-DOR ag – OPRM1-OPRD1 heterodimerization agonism | P35372+P41143 | actives 0.3% (n = 340,000) | activation, % at 9.3 µM | cells, luminescence; in the data active = activation above about 18%;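 note: 0% = vehicle-treated cells and 100% = reference agonist; values of inactives mirror those of a sister screen read the other way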
V-ATPase pH – yeast V-ATPase proton transport regulation by pHLuorin | S. cerevisiae, pHLuorin cytosolic pH fluorescence | response, % at 10 µM | actives 0.37% (n = 350,000); in the data active = response mostly above about 7.3%, no sharp cut-off; inactive = mostly below about 5.4%; note: actives read high; inactives centre near 0; some compounds called inactive have numbers as strong as hits; reference of the scale not given here
HTR5A ag ctr – HTR5A agonism, opioid heterodimer counter-screen | actives 0.61% (n = 340,000) | activation, % at 9.3 µM | HTR5A agonist assay, luminescence, cell-based | P47898; in the data active = activation mostly above about 9.5%, no sharp cut-off; inactive = mostly below about 7.6%;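 note: 0% = cells with vehicle only and 100% = reference agonist; strong numbers were not always called active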
OPRM1-OPRD1 inv – inverse agonists of human mu-delta opioid receptor heterodimerization | actives 0.21% (n = 340,000) | AID 504357 | cell-based MOR-DOR heterodimer luminescence, inverse agonism | P35372+P41143 | inhibition, % at 9.3 µM; in the data active = inhibition above about 22%, passing the limit was not always enough;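 note: 0% = cells with DMSO and 100% = wells without cells with DMSO; values of inactives mirror those of a sister screen read the other way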
RTF Ca sens inh – cardiac RTF calcium desensitization. P19429+P45379. IANBD-labeled cardiac RTF, Ca2+ fluorescence. inhibition, % at 7.15 µM. actives 0.12% (n = 340,000). AID 493244;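 active = inhibition above the mean inhibition of all tested compounds plus 3 SD, cut at about 17% in these data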;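 note: assay run at fixed EC70 calcium of 1.6 mM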
CAL-PDZ inh HTS – inhibitors of human CAL PDZ peptide binding. purified CAL PDZ, TMR-peptide fluorescence polarization, 1 h. Q9HD26. inhibition, % at 24.9 µM. actives 0.92% (n = 300,000). AID 602252;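 active = mean inhibition of at least 30% with at least half of replicates also reaching 30%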;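 note: 0% = DMSO neutral control and 100% = excess unlabeled competitor peptide PRC23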
* marks the source's active call; other numbers are inactive results; . = not tested or not shown.

SMILES	HTR5A inv ag	RTF Ca sens act	C-LANA FP	Keap1 Nrf2 FP	MOR-DOR ag	V-ATPase pH	HTR5A ag ctr	OPRM1-OPRD1 inv	RTF Ca sens inh	CAL-PDZ inh HTS
O=C(NCCSCc1ccccc1)c1ccc(C2SCC(=O)N2Cc2ccccc2)cc1 (configuration not stated)	0.2	-3.1	-0.7	-1.6	0.3	1.1	-3.1	-1.7	-2.3	-1.4
Cc1cc(C(=O)OCC(=O)Nc2ccc(F)cc2[N+](=O)[O-])c2ccccc2n1	4.6	13.0	0.6	0.7	6.3	-3.9	-1.7	-45.7	12.0	5.9
CC(=O)c1ccc(Nc2ccc(-c3ccccc3C)nn2)cc1	-0.9	0.2	-0.6	-1.5	1.8	5.7	0.3	-12.6	-9.2	-0.2
CCOCCCNC(=O)CCc1ccc(S(=O)(=O)Nc2ccc(C)cc2)cc1	-11.4	-0.9	-0.4	-3.4	0.0	0.1	-0.8	0.2	-13.8	-2.9
O=C(Nc1ccc(Cl)c(Cl)c1)N1CCCCCC1	-4.6	-1.3	0.0	-3.3	0.6	-4.2	1.9	-2.9	0.6	28.4
Cc1cc(OCC(=O)NNC(=O)c2cccc(F)c2)ccc1Cl	8.2	2.8	-0.9	-2.7	-1.9	-1.7	5.3	7.5	-5.3	.
CC1(C)Cc2c(c(N3CCOCC3)nc3sc4c(NCCN)ncnc4c23)CO1	-4.3	0.9	-0.2	-2.1	0.3	-7.7	11.2	-1.8	2.2	-3.4
COc1ccccc1-n1ccnc1SCC(=O)NC(C)(C)C	5.7	-3.9	-7.3	-5.1	-1.7	-3.1	-2.2	8.2	-0.2	-1.2
Cc1ccc(C(CNC(=O)c2ccco2)N2CCN(C)CC2)cc1 (configuration not stated)	4.5	-3.4	-0.6	0.0	-2.0	3.1	-1.6	13.1	-2.2	-1.9
O=C(C1CC1)N1CCN(c2ccc([N+](=O)[O-])cc2-n2cccc2)CC1	-5.3	-5.4	-0.5	0.6	-0.1	-0.6	-1.1	0.2	-1.7	4.3
Cn1cc(-c2nc3ccccc3[nH]2)c2ccccc21	-39.6	-4.0	-1.2	-5.3	4.2	7.5	-1.4	-23.9	-2.1	1.3
CCOc1ccccc1NC(=O)N1CCCC1C(=O)NCc1cccs1 (configuration not stated)	6.1	-2.2	1.2	0.7	-1.9	2.5	-2.3	10.2	-9.1	8.8
COC(=O)c1ccc(NC(=O)c2cn(-c3ccccc3)nc2-c2ccncc2)cc1	2.5	1.1	0.0	-2.4	1.5	-3.5	3.3	-8.2	-1.2	-2.3
Cc1cc(C)nc(NNC2=CC(=O)CC(C)(C)C2)n1	-16.4	-5.9	2.3	-10.4	-1.4	-0.2	6.6	9.4	-7.0	-0.2
Cc1cccc(OCCC(=O)Nc2ccc(F)c(Cl)c2)c1	-21.4	5.7	-0.7	-2.8	10.5	-1.6	7.5	-50.7	-2.2	0.4
NC(=O)c1cc2ccccc2o/c1=N\NC(=O)c1ccco1	-24.3	0.3	0.5	-3.9	-0.5	-0.4	3.1	2.3	7.3	-0.9
COc1ccccc1NC(=O)NCCc1ccccc1	10.6	-3.1	0.0	-4.2	-1.1	1.4	-4.1	4.7	-3.8	.
Cc1ccc(NS(=O)(=O)c2ccc3c(c2)n(C)c(=O)n3C)cc1	-9.1	-1.0	3.2	-3.7	-2.7	-3.1	2.5	12.2	-4.4	-2.6
C=CCNC(=S)N1CCC(C(=O)c2ccc(F)cc2)CC1	-1.4	0.1	-0.7	-6.7	-1.9	2.5	0.4	9.0	-14.6	-2.7
COc1ccccc1NC(=O)CCC(=O)OC(C)C(=O)c1ccccc1 (configuration not stated)	0.8	1.0	1.8	6.4	1.0	1.5	-0.3	-8.0	-7.2	-0.8
O=C(CSc1ccccc1)Nc1cc(Cl)ccc1Oc1ccccc1	1.5	7.8	-0.3	-1.9	2.7	-0.3	-0.4	-14.2	-7.7	-2.0
O=C(Cc1coc2cc3c(cc12)CCC3)OCc1cc(=O)n2c(n1)sc1ccccc12	3.4	0.6	-1.4	0.2	-3.1	-0.6	-1.3	18.4	1.1	-1.2
O=C(COc1ccccc1/C=C\c1[nH]c(=O)[nH]c(=O)c1[N+](=O)[O-])Nc1ccccc1	1.4	-4.6	2.8	-8.3	-2.9	3.4	-0.5	16.4	0.2	-0.4
COc1ccc(C(C(=O)NCCC(C)C)N(CCN2CCOCC2)C(=O)Cn2nnc3ccccc32)c(OC)c1 (configuration not stated)	7.1	-0.6	2.0	0.5	-1.2	1.6	-2.8	7.0	-3.9	-1.7
COC(=O)C1=C(C)OC(N)=C(C#N)C1c1cccnc1 (configuration not stated)	-14.6	14.5	5.5	0.0	0.0	0.4	4.1	-0.1	-6.3	.

Further results:
SMILES	HTR5A inv ag	RTF Ca sens act	C-LANA FP	Keap1 Nrf2 FP	MOR-DOR ag	V-ATPase pH	HTR5A ag ctr	OPRM1-OPRD1 inv	RTF Ca sens inh	CAL-PDZ inh HTS
Cc1cccc(OCc2nnc(SCC(=O)N3CCCC3)o2)c1	-0.4	1.0	0.0	-3.9	-0.2	3.9	2.6	1.2	-27.1	6.1
CCCc1cc(=O)[nH]c(SCC(=O)N2CCc3cc(OC)c(OC)cc3C2)n1	8.3	-1.7	-1.7	-1.4	-0.1	5.5	-1.2	0.4	-3.7	-5.7
N/C(CSc1ncccc1C(F)(F)F)=N\O	-15.2	0.2	-1.3	-8.1	-2.6	-1.1	-3.9	13.1	2.4	4.6
Cc1cc(C)c(NC(=O)Cn2c(=O)n(Cc3ccco3)c(=O)c3ccccc32)c(C)c1	1.6	-5.9	-3.1	-6.3	4.5	-2.4	-0.5	-20.8	2.6	.
CC(OC(=O)Cn1cnc2c1c(=O)n(C)c(=O)n2C)C(=O)NC(C)c1ccc(Cl)cc1Cl (configuration not stated)	-28.5	-1.6	1.3	-3.1	-4.1	-3.2	3.0	22.2	-5.0	2.9
O=C(Cc1c(F)cccc1Cl)N/N=C/c1cccnc1	6.4	3.7	1.4	0.4	-1.5	-0.1	-0.1	8.0	-2.4	-5.0
O=C(NCCCN1CCCC1=O)c1cc2nc(-c3ccco3)cc(C(F)(F)F)n2n1	-1.3	-2.0	-0.2	-0.2	-2.0	-1.1	0.5	10.7	-6.7	57.7*
COc1ccc(/C=N/Nc2cc(C)nc(NS(=O)(=O)c3ccc(C)cc3)n2)cc1	-10.6	-1.9	-0.7	-2.2	0.9	-2.4	3.9	-6.3	-0.9	-7.7
Cc1cc(C)c(C#N)c(SCC(=O)Nc2ccccc2)n1	-9.1	-8.9	-0.1	0.1	-2.5	3.1	3.5	12.7	4.5	5.2
COc1ccccc1NC(=O)CC1COc2ccccc2O1 (configuration not stated)	-15.5	4.4	-2.3	0.8	-1.4	1.6	1.5	8.4	-15.3	-18.7
CCc1nc(N)c(C#N)c(-c2ccc(F)cc2)c1C	23.4	-4.1	-1.1	-1.7	0.8	-2.7	-10.8	-4.7	2.3	0.6
O=C(c1ccccc1)c1nc2ccccc2[nH]c1=O	-20.8	-1.5	-1.1	0.3	-4.2	-0.4	0.5	21.4	2.1	-1.6
CC(C)Sc1nc2ccccc2n1CC(=O)NCc1ccc2c(c1)OCO2	.	-0.6	0.0	0.4	.	2.6	.	.	-3.6	.
Cc1nc(-c2cccc(NC(=O)c3ccc(-n4cccn4)cc3)c2)cs1	14.5	-3.5	0.5	1.0	-0.2	1.9	-5.8	0.8	-5.3	-5.7
Brc1ccc(-c2noc(-c3ccccc3)n2)o1	13.8	-2.2	0.3	2.4	3.4	-3.2	0.3	-17.4	1.8	4.5
CSc1ccccc1NC(=O)COC(=O)Cn1cc(C(F)(F)F)ccc1=O	-3.0	-1.7	0.3	1.0	0.6	2.7	1.2	-2.6	0.5	-2.1
CC(C)(C)c1ccc(C2CC2C(=O)N/N=C\c2ccc[nH]2)cc1 (configuration not stated)	-1.4	0.1	2.0	2.8	3.8	2.1	0.5	-22.2	-4.9	-2.6
O=S(=O)(/C=C/c1ccccc1)n1cnc2ccccc21	-6.2	-1.1	1.7	-3.0	-1.4	-3.0	2.2	7.6	-9.4	0.3
CCC(C)Sc1nc2c(c(=O)[nH]c(=O)n2C)n1CC(O)COc1ccccc1C (configuration not stated)	-14.1	2.1	1.4	1.4	2.4	-0.1	0.8	-12.7	-0.6	-2.6
CCc1ccc(NC(=O)C(=O)NNC(=O)COc2cccc(OC)c2)cc1	-6.8	10.4	-0.7	-4.8	-2.2	3.1	5.2	11.1	-6.5	0.1
Cc1ccc(CNC(=O)CCCC(=O)Nc2cc(C)on2)cc1	-10.2	-4.4	-0.4	-6.1	-0.8	1.1	4.0	4.9	-6.0	-0.6
Oc1ccc(Oc2ccc3c(C(F)(F)F)cc(C(F)(F)F)nc3n2)cc1	-32.2	1.9	-0.7	-4.5	19.8*	0.3	15.2	-103.3	-17.6	1.4
O=C(CCc1ccccc1)N/N=C/c1cccc([N+](=O)[O-])c1	11.0	5.6	-0.6	-1.0	-1.0	5.6	-0.3	5.4	-10.2	.
C/C(=N\NC(=O)c1ccccc1Cl)c1ccccn1	2.8	-0.3	-0.9	-6.1	-3.8	-2.2	-0.8	19.6	-16.7	1.1
CC1CCN(C(=O)COC(=O)c2ccc(N3CCCC3=O)cc2)CC1	-1.2	-1.8	0.1	-0.8	-3.0	0.5	0.5	11.5	-8.0	46.3*
Cc1c(NC(=O)Nc2cccc(C#N)c2)c(=O)n(-c2ccccc2)n1C	-3.2	-3.7	-2.3	0.7	-3.6	0.0	0.8	16.9	-11.0	0.0
CC(C)CC(=O)NC(=S)Nc1nc(-c2cccc3ccccc23)cs1	-15.8	-4.7	-0.4	0.9	0.3	0.6	0.7	-1.7	-4.6	1.5

Ordered by molar mass (largest number first): 6 of the compounds above.
SMILES	HTR5A inv ag	RTF Ca sens act	C-LANA FP	Keap1 Nrf2 FP	MOR-DOR ag	V-ATPase pH	HTR5A ag ctr	OPRM1-OPRD1 inv	RTF Ca sens inh	CAL-PDZ inh HTS
O=C(NCCCN1CCCC1=O)c1cc2nc(-c3ccco3)cc(C(F)(F)F)n2n1	-1.3	-2.0	-0.2	-0.2	-2.0	-1.1	0.5	10.7	-6.7	57.7*
CCC(C)Sc1nc2c(c(=O)[nH]c(=O)n2C)n1CC(O)COc1ccccc1C (configuration not stated)	-14.1	2.1	1.4	1.4	2.4	-0.1	0.8	-12.7	-0.6	-2.6
COC(=O)c1ccc(NC(=O)c2cn(-c3ccccc3)nc2-c2ccncc2)cc1	2.5	1.1	0.0	-2.4	1.5	-3.5	3.3	-8.2	-1.2	-2.3
Cc1cc(C(=O)OCC(=O)Nc2ccc(F)cc2[N+](=O)[O-])c2ccccc2n1	4.6	13.0	0.6	0.7	6.3	-3.9	-1.7	-45.7	12.0	5.9
COc1ccccc1NC(=O)CC1COc2ccccc2O1 (configuration not stated)	-15.5	4.4	-2.3	0.8	-1.4	1.6	1.5	8.4	-15.3	-18.7
Cc1cc(C)c(C#N)c(SCC(=O)Nc2ccccc2)n1	-9.1	-8.9	-0.1	0.1	-2.5	3.1	3.5	12.7	4.5	5.2

Part of the list above, reduced to HTR5A inv ag:
SMILES	HTR5A inv ag
CC(OC(=O)Cn1cnc2c1c(=O)n(C)c(=O)n2C)C(=O)NC(C)c1ccc(Cl)cc1Cl (configuration not stated)	-28.5
Oc1ccc(Oc2ccc3c(C(F)(F)F)cc(C(F)(F)F)nc3n2)cc1	-32.2

Source: PubChem
